# G9a inh = G9a (human) methyltransferase inhibition. Q96KQ7. G9a H3K9 monomethylation, AlphaScreen, 2 h. Potency, µM (doses to about 102 µM), without a hit: at the top dose activity, negative = inhibition, usual class: inhibitors. 350,000 tested, 8.8% active. AID 504332; also: potency is read from the fitted curve at half-maximal effect; % is scaled to controls: 0 for no effect and ±100 for the full control effect; nearly all actives have a fitted effect of over 75% in size
#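 Enzyme 20 nM + cpd, 15 min RT; add b-H3K9 pep 500 nM / SAM 20 uM; 2 h RT; anti-H3K9me1 Ab 0.5 ug/mL + SA donor / anti-rabbit acceptor beads 20 ug/mL each, 10 min; AlphaScreen read.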
# BAZ2B inh = blocks human BAZ2B; Q9UIF8; AlphaScreen BAZ2B-H3K14Ac peptide displacement; Potency, µM (series often up to 114 µM), without a hit: at the top dose activity change, negative = inhibition, hits mostly inhibitors; 360,000 tested, 4.4% active; AID 504333; also: potency is read from the fitted curve at half-maximal effect; % is scaled to controls: 0 for no effect and ±100 for the full control effect; nearly all actives have a fitted effect of over 60% in size
#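 AlphaScreen displacement of biotin-H3(5-23)K14Ac peptide (50 nM final) from BAZ2B (50 nM final) in PBS pH 7.4, 0.01% Tween-20; complex preformed 30 min RT, then compounds (top 110 uM) 30 min RT, beads 20 min dark.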
# PI4K2A inh = blocks human PI4K2A kinase activity. Q9BTU6. purified PI4K2A, ADP-Glo luminescence, 1 h; stronger effect = lower value. activity change, negative = inhibition, % at 76.9 µM. 420,000 tested, 0.13% active. AID 1346378; in the data active = activity change below about -50%; inconclusive = mostly about -30% to -49%;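 also: -100% = wells without enzyme as full effect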
#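 ADP-Glo luminescence measured ADP generated by PI4K2A enzyme (4 ug/mL before mixing) with 1.2 mM PI substrate (pre-mix) and 300 microM ATP (pre-mix). Tris pH7.5 buffer with MgCl2, Triton X-100; 1 h reaction at ambient temperature.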
# HP1b binding inh = HP1-beta chromodomain-methylated histone interaction inhibition; Potency, µM (series often up to 114 µM), for the others: top-dose activity change, negative = inhibition, usual class: inhibitors; P83916; AlphaScreen HP1-beta / biotin-H3K9me3 peptide binding; AID 540317; 390,000 tested, 0.56% active; also: potency is read from the fitted curve at half-maximal effect; nearly all actives have a fitted effect of over 70% in size; inactives centre near 23
# Target sequence (P83916 whole entry, looked up): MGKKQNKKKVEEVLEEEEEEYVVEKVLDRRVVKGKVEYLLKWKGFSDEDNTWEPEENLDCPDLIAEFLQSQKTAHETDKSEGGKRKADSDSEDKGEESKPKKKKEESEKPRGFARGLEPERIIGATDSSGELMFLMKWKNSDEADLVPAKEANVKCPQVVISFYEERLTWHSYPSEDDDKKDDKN
#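 Compound inhibition of the preformed complex between 50 nM HP1-beta and 50 nM biotinylated H3K9me3 peptide was read by AlphaScreen. Buffer was PBS pH 7.4 with 0.01% Tween-20. Incubations ran 30 min at room temperature, with 10 ug/mL donor/acceptor beads.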
# RGS4 inhibitor = blocks human RGS4-accelerated GTP hydrolysis | Transcreener GDP fluorescence polarization, RGS4-accelerated GTP hydrolysis | Potency, µM (highest dose often 114 µM), without a hit: top-dose activity change, negative = inhibition, most hits filed as inhibitors | 390,000 tested, 0.039% active; also: potency is read from the fitted curve at half-maximal effect; % is scaled to controls: 0 for no effect and ±100 for the full control effect; nearly all actives have a fitted effect of over 75% in size; some results filed as inactive show a strong effect at the top dose
# Target sequence (P49798 whole entry, looked up): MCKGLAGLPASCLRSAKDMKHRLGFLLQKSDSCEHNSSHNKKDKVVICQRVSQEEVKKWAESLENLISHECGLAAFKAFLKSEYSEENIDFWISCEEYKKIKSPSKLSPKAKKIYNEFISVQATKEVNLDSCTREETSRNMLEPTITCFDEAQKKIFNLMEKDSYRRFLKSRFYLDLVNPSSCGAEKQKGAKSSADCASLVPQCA
#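 MLSMR compounds (23 nl, pin-transferred) preincubated 10 min at room temperature with a 500nM (2x) first reagent, then RGS4 at 900nM (2x) plus Transcreener GDP mix added; fluorescence polarization (620/688 nm) read before and after 90 min at 30 °C.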
# GLS inh = inhibitors of human glutaminase (GLS); O94925; GLS enzymatic activity, qHTS titration; Potency, µM (highest dose often 45.5 µM), inactives show top-dose activity change, negative = inhibition, hits mostly inhibitors; 410,000 tested, 0.21% active; also: potency is read from the fitted curve at half-maximal effect; % is scaled to controls: 0 for no effect and ±100 for the full control effect
# Target sequence (O94925 whole entry, looked up): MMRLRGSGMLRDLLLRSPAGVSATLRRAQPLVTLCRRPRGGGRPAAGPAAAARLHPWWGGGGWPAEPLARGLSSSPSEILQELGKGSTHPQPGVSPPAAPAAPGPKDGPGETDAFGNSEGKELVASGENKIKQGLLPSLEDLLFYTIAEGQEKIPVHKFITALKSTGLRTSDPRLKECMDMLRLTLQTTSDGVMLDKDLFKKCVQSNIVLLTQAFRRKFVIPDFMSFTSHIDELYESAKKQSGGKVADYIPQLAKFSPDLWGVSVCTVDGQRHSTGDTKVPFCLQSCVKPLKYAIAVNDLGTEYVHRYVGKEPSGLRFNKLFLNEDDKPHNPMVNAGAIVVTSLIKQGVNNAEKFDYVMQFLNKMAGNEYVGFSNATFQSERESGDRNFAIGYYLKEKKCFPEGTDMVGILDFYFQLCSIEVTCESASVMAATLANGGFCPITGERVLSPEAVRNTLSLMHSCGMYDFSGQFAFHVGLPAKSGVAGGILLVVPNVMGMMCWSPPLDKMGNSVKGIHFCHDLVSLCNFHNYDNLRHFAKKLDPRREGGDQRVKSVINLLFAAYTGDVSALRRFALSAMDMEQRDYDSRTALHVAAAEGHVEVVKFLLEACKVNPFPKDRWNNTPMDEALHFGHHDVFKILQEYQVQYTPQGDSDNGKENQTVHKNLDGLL
#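 Enzyme dispensed in phosphate buffer (45 mM, pH 8.2, 0.02% Tween-20), compounds pinned in, then 1 mM L-glutamine solution and the glutamate oxidase–HRP–Amplex Red mix added; fluorescence read immediately and again after 30 min at room temperature.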
# ERG Ets-DNA blk = ERG Ets/DNA interaction inhibition. fluorescence polarization, His-ERG Ets domain / labelled DNA. P11308. 370,000 tested, 0.028% active. AID 624246. Potency, µM (series often up to 76.9 µM), for the others: at the highest dose FP activity, negative = inhibition, usual class: inhibitors; active = well fitted inhibition curve with a large enough effect in the polarisation, with a control signal flat; inconclusive = small, poorly fitted or top-dose-only effect, or effect the other way, or a change in a side signal; inactive = no such curve, though single readings can be large or run the other way; the % refers to the polarisation;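 also: polarization taken with two DNA probes labelled with fluorescein and Texas red; potency is read from the fitted curve at half-maximal effect; % of control where 0% means no effect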
#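 His-tagged ERG Ets domain (1 uM in the protein solution; 300mM KCl, 50mM Tris-HCl, 1mM EDTA, 1mM DTT, pH 7.5) received compound, then a probe mix of 5 nM fluorescein-DNA and 100nM Texas-615-DNA. Fluorescence polarization was read for both dyes.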
# JMJD2A Tudor inh = inhibitors of human JMJD2A Tudor domain | O75164 | AlphaScreen JMJD2A-Tudor / H3K4me3 peptide binding | Potency, µM (highest dose often 114 µM), for the others: at the highest dose activity change, negative = inhibition, actives largely listed as inhibitors | 390,000 tested, 4.4% active; also: potency is read from the fitted curve at half-maximal effect; % is scaled to controls: 0 for no effect and ±100 for the full control effect; nearly all actives have a fitted effect of over 50% in size
# ALOX12 inh = inhibitors of human 12S-lipoxygenase ALOX12 | P18054 | purified 12hLO, xylenol orange hydroperoxide absorbance | Potency, µM (highest dose often 108 µM), without a hit: at the highest dose activity change, negative = inhibition, actives largely listed as inhibitors | 580,000 tested, 1.1% active; also: potency is read from the fitted curve at half-maximal effect; % is scaled to controls: 0 for no effect and ±100 for the full control effect
#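 Hydroperoxide product was detected by ferrous iron/xylenol orange as the 573 to 405 nm absorbance ratio. Arachidonic acid at 40 uM (final) was turned over for 30 min at room temperature by 150 nM human 12hLO, pH 7.0 Hepes buffer, after 15 min compound preincubation.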
# Numbers without * were called inactive; ? = inconclusive; nt = no result given; [ ] = another dose, or the depositor's remark. Unless noted, calls follow the shape of the dose curve; as a rule, active = well fitted curve in the direction sought with a large enough effect; inconclusive = small, poorly fitted or top-dose-only effect, or another doubt; inactive = no such curve, though single readings can be large; an effect the other way counts as inactive or inconclusive. An excerpt. The share of hits here may be higher or lower than overall.
SMILES,G9a inh,BAZ2B inh,PI4K2A inh,HP1b binding inh,RGS4 inhibitor,GLS inh,ERG Ets-DNA blk,JMJD2A Tudor inh,ALOX12 inh
c1ccc(-c2nnc(-c3ccccc3)nn2)cc1,?,?,6,-18%,2%,-4%,6%,?,175%[activator]
COC(=O)CSc1nnc(CNC(=O)c2ccc(OC)cc2OC)n1C,2%[59 µM],-3%,0,30%,-7%,-8%,5%,-13%,21%
O=C(NCCCN1CCOCC1)c1cccc(S(=O)(=O)NCc2ccccc2)c1,-2%,-5%,0,33%,17%,-1%,-1%,-16%,-10%
COc1ccc(-c2c(-c3ccsc3)oc3ccc(N4CCOCC4)cc23)cc1,nt,nt,3,1%,8%,3%,-4%,?,?
CCCCC(=O)Nc1ccc2c(c1)nc(CCN1CCOCC1)n2C,2%,8%,1,39%,-37%,1%,4%,-16%,-12%
CCCNC(=O)C1CC(=O)N(c2ccc(OCc3ccc(F)cc3)cc2)C1 (stereo not drawn),nt,7%,-17,25%,-14%,-6%,-13%,-25%,0%
CCN1C(=Nc2ccc(Cl)cc2)SC/C1=C\C(=O)OC,?,-33%,-1,-5%,20%,0%,nt,-9%,9%
Cc1cccc(C)c1OCC(O)CNS(=O)(=O)c1ccccc1C(=O)N1CCOCC1 (stereo not drawn),19%[59 µM],-4%,9,51%[activator],-20%,-12%,10%,14%,0%
CCOc1cc(C2NN=C(c3ccc(C)cc3)S2)ccc1O (stereo not drawn),19%[59 µM],-3%,-2,32%,-32%,0%,1%,-12%,?
COc1ccccc1C(=O)OCC(=O)NC12CC3CC(CC(C3)C1)C2,?,9%,-12,5%,-12%,-15%,8%,-1%,14%
Cc1cc(=O)oc2c(C(=O)c3ccccc3)c(OCC(N)=O)ccc12,9%,-2%,-2,46%[activator],0%,-11%,8%,-6%,-9%
CCc1nn(CC(=O)N2CCN(CC)CC2)c(=O)c2cccn12,13%,-1%,2,-1%,12%,0%,8%,-12%,18%
COC(=O)c1cc2c(s1)-c1ccc(OC)cc1CC2,nt,275%[activator],0,318%[activator],5%,-3%,-14%,283%[activator],-1%
CC1Cc2ccccc2N1C(=O)CSc1nc2c(c(=O)n(C)c(=O)n2C)n1Cc1ccc(F)cc1 (stereo not drawn),nt,nt,1,5%,-10%,6%,-1%,-19%,77%[activator]
CSc1ncc(C(=O)NCCCc2ccccc2)c(C)n1,-4%,8%,-2,23%,-2%,-1%,-9%,-2%,18%
O=c1c2ccccc2c(-c2ccccc2)nn1Cc1c(Cl)cccc1Cl,4%[12.7 µM],-1%,3,55%[activator],21%,-3%,-4%,13%,-1%
O=C(Cn1cc2c(n1)CCCC2)NCCCN1CCN(Cc2ccccc2)CC1,?,-3%,-1,46%[activator],-15%,-2%,0%,-21%,352%[activator]
Cn1c(=NC(=O)c2cccc([N+](=O)[O-])c2)sc2ccccc21,0%,-17%,-1,10%,20%,-2%,-8%,-10%,3%
Cc1ccc(C)c(S(=O)(=O)N2CCN(c3nc(-c4cccnc4)nc4ccccc34)CC2)c1,8%[2.33 µM],-24%,-3,25%,-24%,1%,-2%,-17%,1%
O=CN1CCN(C(=O)c2ccc(-c3nc4ccccc4s3)s2)CC1,2%,-9%,2,29%,3%[56.9 µM],-4%,2%,-14%,162%[activator]

# Ordered by heavy-atom count (lowest first): part of the list above.
SMILES,G9a inh,BAZ2B inh,PI4K2A inh,HP1b binding inh,RGS4 inhibitor,GLS inh,ERG Ets-DNA blk,JMJD2A Tudor inh,ALOX12 inh
Cn1c(=NC(=O)c2cccc([N+](=O)[O-])c2)sc2ccccc21,0%,-17%,-1,10%,20%,-2%,-8%,-10%,3%
Cc1cc(=O)oc2c(C(=O)c3ccccc3)c(OCC(N)=O)ccc12,9%,-2%,-2,46%[activator],0%,-11%,8%,-6%,-9%
O=c1c2ccccc2c(-c2ccccc2)nn1Cc1c(Cl)cccc1Cl,4%[12.7 µM],-1%,3,55%[activator],21%,-3%,-4%,13%,-1%
O=C(NCCCN1CCOCC1)c1cccc(S(=O)(=O)NCc2ccccc2)c1,-2%,-5%,0,33%,17%,-1%,-1%,-16%,-10%

# Other structures.
SMILES,G9a inh,BAZ2B inh,PI4K2A inh,HP1b binding inh,RGS4 inhibitor,GLS inh,ERG Ets-DNA blk,JMJD2A Tudor inh,ALOX12 inh
COc1ccc(C/C(N)=N/OC(=O)CCc2ccccc2)cc1,79%[activator],42%[activator],-2,26%,3%,0%,0%,39%[activator],23%
O=C(OCC(O)C(O)C(O)C(SCc1ccccc1)SCc1ccccc1)c1ccccc1 (stereo not drawn),nt,nt,0,11%[57 µM],17%,-16%,-5%,-15%,?
C#CCNC(=O)C1=C[C@H](c2csc3ccccc23)C[C@H](OCCCCO)O1,?,-24%,-2,29%,-21%,5%,7%,-21%,-9%
COc1ccc(C(=O)Nc2ccccc2C(=O)N2CCCCCC2)cc1,14%,6%,-1,0%,6%,6%,1%,-7%,8%
NC(=S)N/N=C/c1c(O)ccc2ccccc12,nt,2.5µM*,-2,43%[activator],-24%,23%,4%,56µM*,-7%
COc1ccc(C(=O)Nc2nc(-c3ccc(OC)cc3)c(-c3ccc([N+](=O)[O-])cc3)s2)cc1,?,-26%,-4,6%,2%,5%,?,-24%,1%
COc1ccc(CC(=O)Nc2nnc(SCc3ccccc3)s2)cc1S(=O)(=O)N1CCOCC1,23%[12.7 µM],-5%,3,17%,-7%,6%,0%,-20%,1%
CC(=O)NC(Cc1cnc[nH]1)C(=O)O (stereo not drawn),-2%,-5%,3,3%,15%,-2%,-15%,-13%,-21%
CC(C)Cn1cnc2sc3c(c2c1=N)CCCC3,-6%[59 µM],3%,-4,20%,-8%,-5%,-6%,5%,0%
CC(OC(=O)c1ccc(NS(=O)(=O)c2ccc3[nH]c(=O)[nH]c3c2)cc1)C(N)=O (stereo not drawn),27%,2%,0,-10%,14%,-8%,4%,-11%,-9%
COCCNS(=O)(=O)c1cc2[nH]c3c(c2cc1C)C(=O)CC(C)(C)C3,?,6%,-1,-20%,6%,-9%,-2%,-23%,0%
Cn1cccc1C(=O)Nc1nc(-c2ccccn2)cs1,nt,18µM*,-4,?,-22%,1%,8%,56µM*,0%
Cc1ccc(SCC(=O)NC(=O)NC2CCCC2)c(C)c1,-27%,29%,-4,41%[activator],13%,6%,-8%,12%,-30%
O=C(Nc1cc(C(F)(F)F)ccc1N1CCOCC1)c1ccc[n+]([O-])c1,31%[12.7 µM],3%,-5,13%,-9%,19%,2%,-8%,28%
CN(C)c1ccc(/C=C/C#N)cc1,nt,?,-6,43%,-13%,32%[activator],3%,-16%,0%
C=CCNC(=O)CC(=O)N/N=C/c1ccc(C(=O)OC)cc1,32%[59 µM],-4%,4,18%,-14%,3%,9%,-5%,15%
CCOC(=O)NC(O)C(=O)c1ccc(F)cc1 (stereo not drawn),?,-14%,4,32%[activator],18%[11.4 µM],-5%,4%,-19%,-10%
O=c1c2ccccc2ncn1CCCSc1ccccc1,17%,-3%,-11,30%,8%,-1%,1%,1%,-22%
COc1ccccc1N1CC(C(=O)Nc2nc(C)cs2)CC1=O (stereo not drawn),10%[12.7 µM],2%,1,18%,-31%,6%,-4%,-8%,-27%
CCN(CC)S(=O)(=O)c1nnc(NC(=O)COc2ccccc2)s1,1%[59 µM],-1%,1,34%,-3%,-2%,-3%,-15%,-8%
COc1ccc(C(=O)Nc2ccc3c(c2)C(=O)NC3=O)cc1,6%,-27%,1,30%,-19%,1%,-7%,-10%,?
CCN(CC)CCCNC(=O)c1nn(C)c2c1CSc1ccccc1-2,-47%[59 µM],3%,-4,40%[activator],-12%,5%,-3%,2%,0%
CCOC(=O)C1CCN(C(=O)/C=C/c2ccc(S(=O)(=O)N3CCOCC3)cc2)CC1,nt,nt,-1,31%,-1%,-1%,2%,-8%,0%
COC(=O)c1cccnc1-n1c(=O)c2cccnc2n(Cc2ccc(Cl)cc2)c1=O,0%[12.7 µM],-4%,2,28%,-34%,-9%,-1%,-16%,-4%
Cn1c(=O)c2cc(S(=O)(=O)NCCC(=O)N3CC=C(c4ccccc4)CC3)ccc2n(C)c1=O,-23%,-25%,-8,29%,3%,0%,-6%,-5%,2%

# Pulled by compound from above, three records:
SMILES,G9a inh,BAZ2B inh,PI4K2A inh,HP1b binding inh,RGS4 inhibitor,GLS inh,ERG Ets-DNA blk,JMJD2A Tudor inh,ALOX12 inh
CCOC(=O)C1CCN(C(=O)/C=C/c2ccc(S(=O)(=O)N3CCOCC3)cc2)CC1,nt,nt,-1,31%,-1%,-1%,2%,-8%,0%
COc1ccc(C(=O)Nc2ccc3c(c2)C(=O)NC3=O)cc1,6%,-27%,1,30%,-19%,1%,-7%,-10%,?
COC(=O)c1cccnc1-n1c(=O)c2cccnc2n(Cc2ccc(Cl)cc2)c1=O,0%[12.7 µM],-4%,2,28%,-34%,-9%,-1%,-16%,-4%

# Compound activity: PubChem, National Center for Advancing Translational Sciences (NCATS)
